High-throughput results as filed in PubChem.
TDP2 inh: TDP2 (human) inhibition, absorbance primary screen; O95551; recombinant TDP2, T5PNP hydrolysis, p-nitrophenol absorbance 415 nm; inhibition, % at 12.8 µM; 370,000 tested, 0.34% active; AID 720702;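 active means inhibition above the mean of all tested compounds plus 3 SD, set per campaign, cut at about 25% in these data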;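 further: 0% = DMSO with enzyme and 100% = buffer with substrate but no TDP2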
Target sequence (O95551 whole entry, looked up): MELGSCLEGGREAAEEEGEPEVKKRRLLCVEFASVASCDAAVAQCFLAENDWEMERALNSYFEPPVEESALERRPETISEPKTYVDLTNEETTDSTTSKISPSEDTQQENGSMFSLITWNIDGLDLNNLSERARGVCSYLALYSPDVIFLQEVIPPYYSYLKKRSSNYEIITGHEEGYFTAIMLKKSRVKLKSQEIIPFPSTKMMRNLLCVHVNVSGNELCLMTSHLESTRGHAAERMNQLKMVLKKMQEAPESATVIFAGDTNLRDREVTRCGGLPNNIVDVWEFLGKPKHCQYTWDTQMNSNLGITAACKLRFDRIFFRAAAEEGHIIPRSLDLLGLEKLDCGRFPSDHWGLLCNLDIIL
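Assay system: recombinant human TDP2 / Reagent: T5PNP substrate at 5 mM, a TopII-DNA adduct mimic / Measured by: epi absorbance from released p-nitrophenol / Evaluation: % inhibition relative to enzyme-containing and enzyme-free wells / Control set: enzyme-free and DMSO wells / Replicates: each compound tested once, singlicate / Schedule: enzyme reaction with compound for 2 h at 37 °C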
TCR CD3 inh: blocks the human TCR-CD3 interaction. TAMRA-labeled TCR probe fluorescence, biochemical. inhibition, % at 9.4 µM. 360,000 tested, 0.37% active. AID 651800; in the data active means inhibition above about 19%;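 further: recombinant mutant TCR 2C K166C tagged with TAMRA read by polarization; 0% = receptor in buffer alone and 100% = receptor with positive control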
PRMT1 FP inh: PRMT1 (human) inhibition, primary screen; inhibition, % at 2.79 µM; AID 652257; Q99873; recombinant PRMT1, activity-based probe fluorescence polarization; 370,000 tested, 1.3% active;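 active means inhibition above about 21% made by adding two undisclosed values, limit read from the data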
MBD2 DNA inh: MBD2-methylated oligo binding inhibition; TR-FRET, MBD2 binding to methylated oligonucleotide; inhibition, % at 4.4 µM; 370,000 tested, 0.31% active; AID 686964; in the data active means inhibition above about 13%
Target sequence (Q9UBB5 whole entry, looked up): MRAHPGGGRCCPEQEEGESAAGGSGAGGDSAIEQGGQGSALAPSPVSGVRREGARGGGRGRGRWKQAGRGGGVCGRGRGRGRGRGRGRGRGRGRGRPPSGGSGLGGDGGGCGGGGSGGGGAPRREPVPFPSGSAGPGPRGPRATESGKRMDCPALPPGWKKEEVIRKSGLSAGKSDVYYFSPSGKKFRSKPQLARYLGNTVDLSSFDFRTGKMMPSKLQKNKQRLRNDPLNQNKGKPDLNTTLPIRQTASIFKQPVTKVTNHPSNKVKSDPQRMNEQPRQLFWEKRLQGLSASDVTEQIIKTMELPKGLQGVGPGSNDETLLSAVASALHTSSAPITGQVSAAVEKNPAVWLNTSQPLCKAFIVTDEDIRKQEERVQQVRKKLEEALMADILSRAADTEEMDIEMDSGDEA
SIAE primary: human SIAE inhibition, primary screen; SIAE FP-Rh probe binding, fluorescence polarization; inhibition, % at 9.66 µM; 370,000 tested, 0.69% active; AID 1053197;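 active means inhibition above a cutoff: mean of compounds within the control limits plus 3 SD of those, cut at about 17% in these data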;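 further: 0% = plate median of compound wells and 100% = probe without SIAE protein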
LEDGF integ inh: blocks HIV-1 LEDGF/p75-dependent DNA integration; TR-FRET IN-LEDGF/p75 DNA integration, Eu/Cy5; inhibition, % at 3.7 µM; 370,000 tested, 0.64% active;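 active means inhibition above the screen-wide mean plus 3 SD, cut at about 13% in these data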;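 further: signal is the Cy5 over europium emission ratio at 671 and 618 nm; 0% = plate median of compound wells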
NPR2 activator: GC-B (human) receptor activation; activation, % at 10 µM; AID 1920062; P20594; HEK293-GC-B cells, CNP EC30, cGMP TR-FRET; 0% at EC30 CNP, 100% saturating CNP; 370,000 tested, 0.11% active;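 active means activation at 10 µM reaching about 35% in either raw or pattern-adjusted values, limit read from the data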
mABHD4 FP: inhibitors of mouse ABHD4 | 370,000 tested, 0.54% active | AID 720543 | Q8VD66 | inhibition, % at 8.92 µM | purified mABHD4, FP-Rh probe fluorescence polarization;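 active means inhibition exceeding the mean over every tested compound plus 3 SD, cut at about 30% in these data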;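 further: 0% = plate median of compound wells and 100% = S159A mutant with DMSO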
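Doses – 8.92 µM, single dose · Material – wild-type mouse ABHD4 protein · Replication – single well per compound (singlicate) · Measure – percent inhibition of probe binding, normalized to plate controls · Schedule – 45 min compound pre-incubation plus 60 min probe step, 25 °C · Detection – fluorescence polarization with parallel and perpendicular emission, 525/598 nm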
HTRA1 inhibitor: inhibitors of human serine peptidase HTRA1 | 340,000 tested, 0.5% active | inhibition, % at 5.96 µM | recombinant HTRA1, FP-rhodamine activity-based probe, fluorescence polarization; in the data active means inhibition above about 36%;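 further: 0% = enzyme with DMSO and 100% = wells lacking enzyme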
rCAG RNA binder: molecules binding r(CAG) RNA repeats; r(CAG) RNA repeat, TO-PRO-1 dye displacement fluorescence; inhibition, % at 3 µM; 370,000 tested, 1.3% active;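 active means inhibition above the plate cutoff, the mean of all test compounds on that plate plus 3 SD, cut at about 35% in these data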;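 further: 0% = DMSO alone and 100% = 100 µM mitoxantrone as full dye displacement; higher means more dye released from RNA so lower well fluorescence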
* marks the source's active call; other numbers are inactive results; . = no result given. A portion of the library. The share of hits here may be higher or lower than overall.

SMILES	TDP2 inh	TCR CD3 inh	PRMT1 FP inh	MBD2 DNA inh	SIAE primary	LEDGF integ inh	NPR2 activator	mABHD4 FP	HTRA1 inhibitor	rCAG RNA binder
CC(C)CN(C(=O)CCNC(=O)c1ccc([N+](=O)[O-])cc1)C1CCS(=O)(=O)C1 (stereo not given)	-22.5	-4.9	2.7	-0.9	1.8	5.9	0.0	-1.4	-3.2	1.8
O=C(O)Cc1nc(-c2cccnc2)sc1-c1ccc(Br)cc1	14.5	3.3	5.0	1.9	-3.9	-3.7	-1.2	6.1	4.0	12.8
CSc1nc(S(C)(=O)=O)nc2[nH]c(=O)[nH]c12	3.5	-1.6	2.2	1.0	-1.4	-1.1	-1.3	0.0	9.1	-0.5
COc1ccc2cc3cc(C(=O)Nc4ccccc4N4CCN(C)CC4)oc3nc2c1	-3.3	-0.2	0.7	-1.4	1.9	3.4	-1.0	5.8	-37.0	-0.7
CCOC(=O)CNC(=O)CN1C(=O)CCSc2ccccc21	-5.7	3.6	0.6	-1.4	-3.9	2.3	3.1	-9.4	4.2	-2.4
COC(=O)[C@@]12CCCCC3=C1N(CCC3)C(=O)[C@H]2CC(=O)N1CCOCC1	-4.1	.	2.9	3.3	-2.8	-1.0	3.8	-1.1	.	0.3
CC1(C(=O)NS(=O)(=O)c2ccccc2Cl)CCN1C(=O)Cc1cccc2ccccc12 (stereo not given)	-2.0	-2.8	4.2	6.9	8.9	-1.6	2.4	-5.8	.	33.2
COCCNC(=O)NC(=O)COC(=O)c1cccn1C	-15.4	-1.4	2.4	-1.6	-5.4	-9.6	-2.8	2.0	-0.9	0.7
CSCCC(NC(=O)c1ccco1)C(=O)NCC1CCCO1 (stereo not given)	3.6	-2.8	-3.6	-1.5	8.2	-1.6	-0.2	6.3	-0.6	-1.3
COC(=O)C(C)(C(=O)OC)c1ccc(C(F)(F)F)cc1[N+](=O)[O-]	-15.1	-0.2	-2.9	5.7	-0.7	0.9	-1.8	1.3	0.3	-3.9
CC1CCN(C(=O)COC(=O)c2ccc(F)c(S(=O)(=O)N3CCOCC3)c2)CC1	3.7	4.9	-0.2	0.2	-5.3	0.3	-4.2	5.1	2.4	-4.1
Cc1ccc(N(C(=O)c2csnn2)C(C(=O)NC(C)(C)C)c2ccncc2)cc1 (stereo not given)	1.5	4.9	0.8	-0.7	-2.1	3.1	-0.7	3.3	4.6	-2.9
COC(=O)[C@]12C[C@H](CC(=O)N3CCCC3)C(=O)N(Cc3ccccc3)C1=C[C@H](C(C)(C)C)O[C@@H]2C	-0.1	1.4	0.1	-2.0	-3.4	-0.9	-7.2	9.9	.	-0.3
CC(C)Oc1cc(F)ccc1-c1cc(C(=O)NCc2ccccc2)[nH]n1	-2.1	-4.5	-1.2	8.4	0.0	-2.5	2.1	-7.2	.	-1.2
CC(C)Nc1nc(Nc2ccccc2Cl)c2sccc2n1	-7.6	1.5	-1.7	-0.1	-1.2	1.4	2.5	3.2	.	0.5
Cc1sc(NC(=O)CSc2n[nH]c(N)n2)c(C#N)c1C	-2.9	10.2	-0.3	4.2	-19.6	-1.1	-3.1	-13.3	-17.1	50.4*
CC(=O)Nc1ccc(C(=O)CCl)cc1	2.7	4.2	2.1	-1.8	-6.0	6.1	-21.4	0.4	2.4	0.8
CCCc1nnc(SCC(=O)N2CCCCC2C)n1CC (stereo not given)	1.7	2.8	-3.9	-3.7	-7.2	-0.2	6.5	9.1	7.3	-5.3
Cc1ccc(C(OCCN(C)C)c2cccc(C(F)(F)F)c2)cc1 (stereo not given)	-9.0	4.1	0.8	-6.1	1.6	5.6	-15.3	7.0	4.4	-6.3
Cc1cc2cc(CN(Cc3cccs3)Cc3nnnn3CC3CCCO3)c(=O)[nH]c2cc1C (stereo not given)	-10.7	-7.5	2.7	6.8	-3.0	-4.7	0.7	-10.6	-4.0	-5.5
NNC(=S)NC1CC2CC1C1C=CCC21 (stereo not given)	15.7	-6.7	0.6	2.9	1.7	-2.4	3.1	-5.0	-12.2	1.0
O=C(N/N=C/c1c[nH]c2ccccc12)c1sc2ccccc2c1Cl	3.1	3.7	-0.3	-2.2	3.4	2.0	-0.3	10.8	28.0	26.0
Cc1ncsc1C(=O)Nc1nc2c(s1)CC(C)CC2 (stereo not given)	-4.9	0.2	-0.4	-3.7	-1.6	-2.6	-1.5	-1.1	-3.0	-3.9
COc1ccc(CNS(=O)(=O)c2cc(-c3cc(C)no3)ccc2C)cc1OC	6.2	-0.7	3.5	1.6	-1.5	-4.0	0.1	6.2	-7.9	-1.8
CSc1ccc(/C=N/NC(=O)CNc2cccc3ccccc23)cc1	7.3	2.3	1.0	-1.0	11.7	-5.5	-8.6	7.8	10.6	12.7

Overlap with the part before: 4 entries; new compounds follow.
SMILES	TDP2 inh	TCR CD3 inh	PRMT1 FP inh	MBD2 DNA inh	SIAE primary	LEDGF integ inh	NPR2 activator	mABHD4 FP	HTRA1 inhibitor	rCAG RNA binder
O=C(N/N=C/c1c[nH]c2ccccc12)c1sc2ccccc2c1Cl	3.1	3.7	-0.3	-2.2	3.4	2.0	-0.3	10.8	28.0	26.0
Cc1ncsc1C(=O)Nc1nc2c(s1)CC(C)CC2 (stereo not given)	-4.9	0.2	-0.4	-3.7	-1.6	-2.6	-1.5	-1.1	-3.0	-3.9
COc1ccc(CNS(=O)(=O)c2cc(-c3cc(C)no3)ccc2C)cc1OC	6.2	-0.7	3.5	1.6	-1.5	-4.0	0.1	6.2	-7.9	-1.8
CSc1ccc(/C=N/NC(=O)CNc2cccc3ccccc23)cc1	7.3	2.3	1.0	-1.0	11.7	-5.5	-8.6	7.8	10.6	12.7
CN(C)C(=O)CCC(=O)N1CCCC(C(=O)c2ccc3c4c(cccc24)CC3)C1 (stereo not given)	-2.1	-9.3	4.7	0.2	2.3	0.1	0.2	-2.2	1.9	-1.6
COc1ccc(-c2c(-c3ccc(OC)cc3O)nc(C)nc2C(F)(F)F)cc1	-6.5	-2.6	2.0	2.4	-4.0	-2.1	-4.1	3.6	1.7	-0.1
O=C(CSc1cccc[n+]1[O-])Nc1ccc(Br)cc1Br	-8.3	0.2	-4.2	-1.8	0.2	2.7	-4.8	-1.1	12.7	1.8
Cc1nc2ccc(C(=O)Nc3ccc4c(c3)OCC(=O)N4)cn2c1N(C)C(=O)CCc1ccccc1	8.8	-2.0	1.9	-3.0	4.4	-4.0	-1.6	3.2	.	0.8
O=c1c2cc(N3CCOCC3)ccc2[nH]c(=S)n1Cc1ccco1	-8.8	0.3	32.2*	-0.9	6.5	11.4	0.0	17.0	14.2	15.2
Cn1c(SCC(=O)NN2C(=O)NC(C)(c3ccccc3)C2=O)nnc1-c1ccncc1 (stereo not given)	-2.2	-10.6	4.3	2.6	-0.2	-1.2	-3.2	7.1	2.9	0.8
COc1ccc(S(=O)(=O)N(Cc2ccccc2)Cc2nc(-c3ccccc3)no2)cc1	-16.9	-7.4	-1.6	-2.1	-10.3	1.9	2.5	-3.3	-31.0	0.5
COC(=O)c1cc(NS(=O)(=O)c2ccc3c(c2)c(=O)n(C)c(=O)n3C)cc(C(=O)OC)c1	19.0	3.0	3.2	2.6	-4.9	1.0	2.0	0.9	-0.7	4.6
O=[N+]([O-])c1cccc(/C=N/NS(=O)(=O)c2ccccc2)c1	9.6	3.4	0.3	-5.4	0.4	-0.4	0.5	4.3	1.5	0.6
Cc1cccc(C)c1NC(=O)C1c2ccccc2OCC(=O)N1C1CC1 (stereo not given)	1.1	-1.4	-1.3	0.7	-3.6	0.9	3.5	0.8	.	0.9
CC(=O)N1c2ccccc2C(=O)C1N(C)c1ccc(C)cc1 (stereo not given)	7.8	2.3	1.0	-7.1	7.6	-1.9	3.3	1.0	1.2	-0.5
Cc1cc(N2CCC(C)CC2)nc2cccc(O)c12	0.5	10.7	2.4	-1.4	6.1	3.5	-4.1	20.1	15.6	11.4
CSc1ccc(CN2CCC2(C)C(=O)Nc2ccc3c(c2)OCO3)cc1 (stereo not given)	-2.5	-2.3	-2.1	7.1	3.5	2.1	0.1	-0.9	.	0.0
C[C@]12CC[C@@H]3c4ccc(O[C@@H]5O[C@H](C(=O)O)[C@@H](O)[C@H](O)[C@H]5O)cc4CC[C@H]3[C@@H]1C[C@@H](O)[C@@H]2O	-5.0	4.3	-2.4	1.9	5.1	3.1	3.3	1.7	8.3	3.3
Nn1cnnc1SCC(=O)Nc1ccc(C2CCCCC2)cc1	-17.4	-3.3	2.8	0.6	-2.6	-1.5	0.1	-14.1	-2.0	0.9
CCOc1ccc(NC(=O)CCC(=O)c2ccc(F)cc2)cc1	3.2	-1.2	-2.3	-0.2	-1.9	1.2	-2.0	0.0	-7.2	-1.6
CS(=O)(=O)N(Cc1ccc(C(=O)NCc2ccco2)cc1)c1ccccc1	-11.3	3.4	-2.0	-2.1	0.8	-1.2	1.9	-6.0	-6.0	-0.2
COc1ccc(CN2C(=O)CSC2c2ccccn2)cc1 (stereo not given)	8.6	-6.7	5.5	-3.1	0.0	2.0	-1.0	-2.6	9.4	-3.6
COc1ccc(C(C(=O)NC(C)(C)C)N(Cc2ccc(C)cc2)C(=O)CCC(=O)Nc2cc(C)on2)cc1 (stereo not given)	-0.8	7.5	-2.0	-4.6	7.0	-0.5	-2.2	-3.8	-13.2	-9.2
CC(/C=N/NC(=O)c1cccc([N+](=O)[O-])c1)=C\c1ccccc1	-16.1	-4.6	-0.7	2.2	-4.5	4.7	-5.2	-1.6	-3.8	3.2
CCOC(=O)c1c(NC(=O)CC)sc2c1CCN(Cc1ccccc1)C2	0.6	0.5	1.1	-5.2	-2.6	1.8	-0.3	-5.3	-14.5	-1.6
COc1cccc(/C=N/NC(=O)CO/N=C(\C)c2cccs2)c1OC	2.9	-0.6	0.0	-2.5	-6.6	0.0	-4.5	-5.8	-6.2	-3.4
Cc1cc(Cl)c(OCCN2C(=O)NC(C)(C)C2=O)c(Br)c1	-5.9	5.0	0.8	-2.2	-3.0	0.9	-5.3	2.0	-6.3	-0.6
O=C(Nc1cccc(-c2cn3ccccc3n2)c1)C1CC1	4.2	1.6	-2.5	-3.1	-2.9	-1.6	-1.5	4.8	-4.9	-1.8
O=[N+]([O-])c1ccc(OCc2cnc(Cl)s2)c([N+](=O)[O-])c1	-4.3	1.5	-8.8	-3.0	-4.9	3.4	-6.6	4.7	-1.2	-6.7
Cc1ccc(-c2nnc(Nc3ccc4c(c3)OCO4)c3ccccc23)cc1S(=O)(=O)NC(C)C	-11.5	5.6	-0.3	-2.8	13.0	2.3	8.7	13.7	8.9	3.9
CCOC(=O)c1ccccc1NC(=O)Cc1ccc(OC)c(S(=O)(=O)N2CCOCC2)c1	-2.2	-3.4	4.7	1.3	-3.8	1.4	-1.3	-0.1	2.5	5.0
NC(CCc1ccccc1)c1csc(NC(=O)Nc2cccc(C(F)(F)F)c2)n1 (stereo not given)	-11.8	-11.7	1.3	0.0	0.4	1.5	-6.7	15.9	.	39.8*
COCCNC(=O)C(=O)NNC(=O)COc1ccc(OC)cc1	0.5	-4.6	0.5	5.5	-3.9	-4.2	-0.7	8.8	4.3	1.6
